Screens from PubChem BioAssay.
RXFP1 agonist = RXFP1 (human) receptor agonism; Q9HBX9; HEK293T-RXFP1 cAMP TR-FRET, 30 min; response scale: percent of porcine relaxin response, buffer zero; Potency, µM (doses to about 57.5 µM), without a hit: top-dose activation, actives largely listed as activators; hit rate 0.3% among 370,000; AID 2676; further: potency means the concentration at half of the fitted maximal effect; on the % scale 0 is the no-effect control and ±100 the full control effect; nearly all actives have a fitted effect of over 60% in size; many of its hits are not listed in these tables
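HEK293 cells stably expressing RXFP1, treated 30 min at 37C with compounds plus PDE4 inhibitor Ro 20174; cAMP measured by HTRF TR-FRET. Normalized to buffer and 29 nM porcine relaxin; EC50 by Hill fit.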
D1 antag = antagonists of human D1 dopamine receptor; P21728; HEK293 TREx D1 cells, calcium flux, dopamine EC80; active compounds read low; activity change, negative = inhibition, % at 10 µM; hit rate 3.2% among 360,000; AID 504652; in the data active means activity change below about -30%; further: on the % scale 0 is the no-effect control and ±100 the full control effect
Target sequence (P21728 whole entry, looked up): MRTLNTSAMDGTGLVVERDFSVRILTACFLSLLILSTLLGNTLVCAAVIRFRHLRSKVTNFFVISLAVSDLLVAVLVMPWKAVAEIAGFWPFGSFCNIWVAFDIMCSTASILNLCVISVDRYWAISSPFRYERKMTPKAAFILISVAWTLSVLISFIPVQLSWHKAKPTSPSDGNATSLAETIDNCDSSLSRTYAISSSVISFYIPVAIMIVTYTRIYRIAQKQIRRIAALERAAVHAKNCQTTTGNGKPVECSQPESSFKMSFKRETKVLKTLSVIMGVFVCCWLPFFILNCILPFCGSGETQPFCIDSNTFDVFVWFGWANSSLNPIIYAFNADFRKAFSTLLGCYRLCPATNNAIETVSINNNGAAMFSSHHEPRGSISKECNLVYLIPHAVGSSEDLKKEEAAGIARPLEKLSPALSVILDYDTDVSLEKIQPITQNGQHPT
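After overnight tetracycline induction at 30 C, force-coupled D1 HEK293 cells took up a no-wash calcium dye at room temperature. Compounds were added and monitored 180 s, and the response to EC80 dopamine was then recorded.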
RXFP1 antagonist = antagonists of human relaxin receptor RXFP1; activity change, negative = inhibition, % at 57.5 µM; AID 1259400; hit rate 0.59% among 350,000; HEK293-RXFP1, relaxin-stimulated cAMP HTRF, 30 min; active compounds read low; Q9HBX9;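 active means activity change of -60% or lower, but not beyond a set lower limit; inconclusive means change between -60% and -40%, or beyond the set limit; inactive means change above -40%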; further: on the % scale 0 is the no-effect control and ±100 the full control effect
D2 PAM = positively modulates the human D2 dopamine receptor allosterically; potentiation, % at 10 µM; hit rate 0.34% among 340,000; AID 485347; HEK293 T-REx D2, calcium flux, EC20 dopamine potentiation;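 active means potentiation over 3 SD above the plate norm, cut at about 30% in these data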; further: 0% is about no effect
Target sequence (P14416 whole entry, looked up): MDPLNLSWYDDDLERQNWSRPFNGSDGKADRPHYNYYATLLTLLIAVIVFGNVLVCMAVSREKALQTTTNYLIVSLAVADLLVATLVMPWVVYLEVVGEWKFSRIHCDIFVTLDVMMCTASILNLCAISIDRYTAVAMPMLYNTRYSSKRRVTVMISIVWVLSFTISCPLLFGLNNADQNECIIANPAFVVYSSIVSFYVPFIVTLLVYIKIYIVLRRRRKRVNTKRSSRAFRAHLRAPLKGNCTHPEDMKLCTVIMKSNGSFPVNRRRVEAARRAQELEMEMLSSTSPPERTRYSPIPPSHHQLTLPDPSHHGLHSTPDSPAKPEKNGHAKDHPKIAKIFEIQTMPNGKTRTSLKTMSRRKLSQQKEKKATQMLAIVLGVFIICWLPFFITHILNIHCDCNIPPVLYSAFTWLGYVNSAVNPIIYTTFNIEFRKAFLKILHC
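Calcium flux readout, no-wash dye, 1 read/s. Inducible HEK293 Trex D2 line, overnight 30 C. Compound alone 180 s (agonist flags), then EC20 dopamine, another 180 s to score potentiation.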
D1 PAM = potentiators of human D1 dopamine receptor; P21728; HEK293 TREx D1 cells, calcium flux, dopamine EC20 potentiation; potentiation, % at 10 µM; hit rate 0.036% among 360,000; AID 504651; in the data active means potentiation above about 30%; further: 0% is about no effect
TRHR enhancer = allosteric enhancers of human TRH receptor; P34981; TRHR cells, fluo-8 calcium fluorescence, EC20 TRH enhancement; enhancement, % at 2 µM; hit rate 0.66% among 360,000; in the data active means enhancement above about 30%; further: 0% is about no effect
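TRHR-expressing cells loaded with fluo-8 calcium dye were read kinetically (ex 480/em 530) during compound addition, then stimulated with an EC20 of TRH (10 nM final). Enhancement of the Gq-mediated intracellular calcium response was scored.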
D1 ag = human D1 receptor agonism; hit rate 1% among 360,000; activation, % at 2 µM; HEK293 T-REx D1 cells, calcium flux, agonist mode; P21728; in the data active means activation above about 30%; further: 0% is about no effect
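Tetracycline-induced HEK293 TREx D1 cells, force-coupled to calcium signalling, were dye-loaded with a no-wash calcium kit. Compound was pin-added after a 10 s baseline. Fluorescence was read kinetically at 1 cycle/s for 180 s, with calcium rises flagged as agonism.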
TRHR ag = activates the human TRH receptor; hit rate 0.18% among 360,000; TRHR cells, calcium flux fluo-8, FDSS agonist mode; activation, % at 2 µM; P34981; AID 493084; in the data active means activation above about 30%; further: 0% is about no effect
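Steps: seed TRHR cells overnight; add fluo-8 no-wash Ca dye, RT 30 min–1.5 h; record 10 s baseline; pin-transfer compounds; monitor fluorescence 1 cycle/s for the agonist window. Calcium increases flag candidate agonists.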
Anesthetic bind = candidate novel general anesthetic via apoferritin binding; AID 485281; Potency, µM (doses to about 77.5 µM), inactives show at the top dose activity change, negative = displacement, actives largely listed as inhibitors; hit rate 0.074% among 350,000; apoferritin/1-aminoanthracene competitive binding, fluorescence; P02791; further: potency means the concentration at half of the fitted maximal effect; on the % scale 0 is the no-effect control and ±100 the full control effect; nearly all actives have a fitted effect of over 20% in size
Target sequence (P02791 2-175 limits assumed): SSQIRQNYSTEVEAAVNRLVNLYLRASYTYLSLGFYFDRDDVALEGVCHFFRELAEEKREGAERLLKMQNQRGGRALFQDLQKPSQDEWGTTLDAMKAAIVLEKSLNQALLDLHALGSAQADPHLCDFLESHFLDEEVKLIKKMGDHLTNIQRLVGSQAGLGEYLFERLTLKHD
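In PBS, apoferritin at 10 uM is loaded with 1-AMA from a 50% saturated solution. After 10 min of compound exposure at ambient temperature, reduced 535 nm fluorescence indicates probe displacement.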
Active calls of the source: *; ? = inconclusive; · = no result given; & = joins results of further samples; [ ] = another dose, or the depositor's remark. Unless noted, the call rests on the fitted dose curve; in most records, active means well fitted curve in the direction sought with a large enough effect; inconclusive means small, poorly fitted or top-dose-only effect, or another doubt; inactive means no such curve, though single readings can be large; an effect the other way counts as inactive or inconclusive. Some of the compounds tested, so the mix of outcomes need not match the whole.

Molecule,RXFP1 agonist,D1 antag,RXFP1 antagonist,D2 PAM,D1 PAM,TRHR enhancer,D1 ag,TRHR ag,Anesthetic bind
COc1ccc(NC(=O)c2cccc(NC3=NC4CS(=O)(=O)CC4S3)c2)cc1Cl (configuration not stated),6.6%,16,7,3,-1,-2,3,-0.3,-21%
C/C(=N\NC(=O)c1ccc(CN2CCOCC2)cc1)c1cccc([N+](=O)[O-])c1,0.6%,-9,-5,4,-2,-3,0,-1.3,-12%
O=C(N/N=C/c1ccc(O)c([N+](=O)[O-])c1)C1CC1(c1ccccc1)c1ccccc1 (configuration not stated),22%,-3,-9,9,-4,6,1,-0.7,-22%
CCC(=O)NC(c1ccco1)c1cc(Cl)c2ccccc2c1O (configuration not stated),1.3%,·,·,·,0,5,-4,-0.4,·
Cc1noc(C)c1COC(=O)COc1ccc2c(C)cc(=O)oc2c1,2.7%,-3,-10,4,1,4,3,0.7,-19%
COc1ccccc1Nc1nn2c(=O)c3ccc(C(=O)NCCc4ccccc4)cc3nc2s1,9.9%,-11,0,-2,2,2,3,0.6,1%
CCCC(=O)N1CCN(c2nc3ccc(Br)cc3s2)CC1,-4.3%,-28,-24,12,-5,1,15,0.1,-9%
O=C(COC(=O)/C=C/c1ccc(Cl)c(Cl)c1)NC1CCCC1,0.3%,-14,-1,16,-4,20,2,1.2,·
CCOc1ccccc1NS(=O)(=O)c1ccc2[nH]c3c(c2c1)CCCCC3,-1.8%,1,·,-10,0,-6,3,-0.4,3%
CCOc1ccc(NC(=O)Cc2ccccc2)c([N+](=O)[O-])c1,-1.1%,9,-8,-13,-5,0,0,-1.6,-17%
CC(C)c1ccc2oc(=O)cc(CN3CCN(Cc4ccccc4)CC3)c2c1,0.6%,17,8,-15,-8,1,3,-0.4,-2%
COc1ccc(-n2ncc3c(SCC(=O)NNC(C)=O)ncnc32)cc1,1.8%,-6,-9,1,1,-6,3,-0.8,-2%
COc1ccc(/C=N/Nc2ncnc(Cl)c2N)cc1OC,1.0%,7,-2,6,0,12,-2,0.6,4%
CCc1cc(SC#N)cc(C)c1NC(=O)CCl,0.3%,12,-4,-3,0,-6,6,-0.9,-11%
Cc1cccc(OCCN2C(=O)C(=O)c3cccc(C)c32)c1,-1.1%,-1,·,7,-4,0,-1,0.8,0%
Cc1ccc(-c2nnn(CC(=O)N(CC(=O)NCCC(C)C)c3ccc(F)cc3)n2)cc1,-0.8%,3,-7,3,1,5,5,1.1,-3%
CC(C)CNC(=O)c1ccc(Cl)c(NC(=O)COc2ccccc2)c1,-1.3%,-3,·,-3,3,16,1,0.2,-1%
Cc1ccc(N2C(=O)Nc3ccccc3C2(O)C(=O)N2CCN(c3ccccn3)CC2)cc1C (configuration not stated),0.7%,4,-8,22,0,0,5,0.4,-8%
Cc1ccc(N2C(=O)N(CC(=O)C(C)(C)C)c3ccccc3S2(=O)=O)cc1,-1.5%,-12,·,-4,-5,-8,8,0.2,-10%
CCOC(=O)CNc1ncnc2c1nnn2C,4.0%,·,6,13,0,-8,-2,0.9,-14%
CC1=CC2=NC(=O)/C(=C\c3cc(C)n(-c4ccccc4F)c3C)C(=N)N2O1,5.9%,-15,0,-17,-7,-5,5,-0.1,28%
CCN(CC(=O)Nc1ccc(OC)cc1)C(=O)c1cc(-c2cccs2)nn1-c1ccccc1,3.3%,-11,-19,-2,-6,-10,2,0.1,·
Cc1ccc(S(=O)(=O)c2nc(S(C)(=O)=O)sc2NCc2ccccc2)cc1,-0.7%,-7,-3,·,0,1,9,0.2,-3%
COc1ccc(C(=O)N2CCC(n3nccc3NC(=O)C3CC3)CC2)c(OC)c1OC,-0.3%,4,-13,-7,-4,-3,0,0.1,-2%
Cn1c(SCc2ccc(C#N)cc2)nnc1-c1cccc(Cl)c1,2.7%,-16,2,-2,-4,1,3,-2.6,-21%
COC(=O)c1cc(=O)n2c(-c3ccc(OC)cc3)csc2n1,3.1%,-25,-20,9,-4,13,2,-1.0,-4%
CCC(Cc1ccccc1)NC(=O)Cn1nc(C)n2c(cc3occc32)c1=O (configuration not stated),7.4%,-10,·,-1,2,-6,-2,-1.0,-9%
Cc1cccc(Nc2ncnc3c2cnn3C)c1C,13%,-10,10,11,0,-5,-4,-0.5,1%
COc1ccccc1C1C=C(c2ccc(C(C)C)cc2)Nc2nnnn21 (configuration not stated),-0.9%,-2,-15,-7,6,-4,2,0.0,-10%
CCC1CN(C(=O)N2CCC(C(=O)NCc3cc(OC)c(OC)c(OC)c3)CC2)c2ccccc2O1 (configuration not stated),0.3%&-0.5%,-1&8,12&-6,-5&-6,-9&1,-22&8,1&0,-0.8&0.1,-4%&-4%
CCOc1cc(/C=N\n2nnnc2N)ccc1O,8.3%,-6,6,-11,-3,5,1,0.1,2%
COc1ccc(/C=C/C(=O)NC(=S)NNC(=O)c2cc(OC)c(OC)c(OC)c2)cc1OC,-1.3%,11,6,12,-1,-3,6,0.5,-4%
Cc1ccc(C(=O)COC(=O)CCC(=O)NC2CCCCC2)cc1[N+](=O)[O-],-0.2%,-14,17,14,-5,-3,0,-0.3,-21%
CC1CCCCN1C(=O)CSc1nnc2c(n1)[nH]c1ccccc12 (configuration not stated),6.2%,4,-6,-2,0,5,1,0.2,-6%
Cc1ccccc1Cn1nnc(C(=O)Nc2cccc(C)c2C)c1N,-4.1%,5,-2,28,12,11,28,2.8,?
Clc1ccccc1CN1CCN(/N=C/C=C/c2ccco2)CC1,1.4%,-7,-1,8,4,4,0,-0.2,-14%
COc1ccc(Nc2c3c(nc4ccc(NC(=O)/C=C/c5cccc(OC)c5OC)cc24)CCCC3)cc1OC,5.3%,2,-8,-22,0,3,2,0.4,?
Cc1nc2ccn(Cc3cccs3)c(=O)c2cc1C(=O)Nc1ccccc1,4.2%,3,10,3,3,6,-1,-0.8,?
Cc1ccc(-c2nc(CNC(=O)NC3CCCCC3)c(C)o2)cc1,2.9%,-3,-4,0,-1,-1,7,0.1,0%
CN(C)CCN(C(=O)c1ccc2c(c1)CCCC2)c1nc2c(F)cccc2s1,0.7%,2,-26,-14,0,-2,5,0.3,-16%
CC1=C/C(=N\NC(=S)NCc2ccccc2)CC1,0.1%,·,-23,-3,4,-2,13,-0.6,-11%
Cc1ccn(CC(=O)N2N=C(C(F)F)CC2(O)C(F)F)n1 (configuration not stated),0.4%,4,15,3,0,6,6,-0.4,-9%
CCN1CCc2c(C#N)c(N3CCOCC3)nc(NCc3ccccc3)c2C1,0.8%,-9,-9,-1,-4,1,1,0.5,120%[activator]
Cc1cc(/C=C2/C(=N)N3C(c4ccccc4)=CSC3=NC2=O)c(C)n1-c1ccccc1,0.2%,-3,-14,2,0,3,7,0.0,-8%
CCOC(=O)C1=C(c2ccccc2)OC(N)=C(C#N)C1c1cccs1 (configuration not stated),0.1%,13,7,20,0,9,0,-0.1,-18%
COc1ccc(C=C(c2nc3ccccc3s2)c2nc3ccccc3s2)cc1O,-1.2%,-8,-13,-5,-2,-8,3,0.6,0%
COc1ccc(N2CC(C(=O)N3CCC4(CC3)CC(=O)c3ccccc3O4)CC2=O)cc1 (configuration not stated),-0.5%,-4,-2,·,6,-1,1,-0.5,·
O=c1c2[nH]c3ccc(F)cc3c2ncn1Cc1ccncc1,6.7%,9,0,3,-3,-7,3,-0.5,-8%
COc1ccc(C2NC(=O)c3ccccc3N2)cc1OC (configuration not stated),4.9%,-8,-8,9,3,22,2,2.1,32%[activator]
Cc1ccc(COc2coc(CN3CCN(C(=O)c4ccco4)CC3)cc2=O)cc1,-0.3%,3,-5,9,-2,-3,0,0.3,·
COc1ccccc1CCNC(=O)C1CCN(c2nnc(C)c3c(C)n(-c4ccc(C)cc4)nc23)CC1,5.1%&0.6%,32&9,-12&-3,-5,0&-1,5&5,2&4,-0.2&-1.2,-15%&-6%
COC(=O)c1ccccc1NC(=O)N1CCCC1,3.2%,-4,2,-2,-1,0,-1,0.1,-4%
COc1ccc(N2CCN(C(=O)CCSCc3ccccc3F)CC2)cc1,3.2%,-21,-7,·,-5,2,1,-0.2,-22%
Cc1cccc(NS(=O)(=O)c2ccc(C3CCCCC3)cc2)c1,5.0%,-1,-18,6,1,-1,12,0.0,?
Cc1c(CCC(=O)O)c(=O)oc2cc(O)ccc12,12%,-3,-7,·,1,-1,2,0.3,703%[activator]
CCCCOc1ccc(-c2nc(-c3cccnc3)no2)cc1,-0.6%,16,-9,-6,10,-8,2,0.3,-10%
Brc1ccc(Nc2nc(-c3cccnc3)cs2)cc1,0.9%,-8,-27,7,-5,0,-4,-0.1,-15%
COc1ccc(CC(=O)N2CCN=C2SCc2cccc([N+](=O)[O-])c2)cc1,0.4%,4,1,15,-5,5,9,-0.2,?
CCN(CC)S(=O)(=O)c1cc([N+](=O)[O-])ccc1NNC(=O)Nc1ccccc1OC,0.6%,9,7,-13,10,-5,9,0.5,-24%
O=C(CN1C(=O)C2CC=CCC2C1=O)Nc1ccc(S(=O)(=O)Nc2nccs2)cc1 (configuration not stated),6.0%,-11,2,-12,-1,11,5,0.3,1%
CSc1ccccc1OCc1cc(C(=O)NCCn2ccnc2C)no1,-0.1%,-8,-7,10,-2,0,6,-0.5,-15%
CCCc1cc(=O)oc2cc(C)cc(OCC(=O)NCc3cccnc3)c12,-2.7%,1,-3,-3,-2,-3,-1,0.2,-6%
Cc1cccc(N(C(=O)c2ccc(CN3CCOCC3)o2)C(C(=O)NC2CCCCC2)c2ccc(F)cc2)c1 (configuration not stated),0.8%,14,-1,-9,-4,-8,-3,0.6,-5%

Arranged by number of heavy atoms (falling): some entries from above.
Molecule,RXFP1 agonist,D1 antag,RXFP1 antagonist,D2 PAM,D1 PAM,TRHR enhancer,D1 ag,TRHR ag,Anesthetic bind
COc1ccccc1CCNC(=O)C1CCN(c2nnc(C)c3c(C)n(-c4ccc(C)cc4)nc23)CC1,5.1%&0.6%,32&9,-12&-3,-5,0&-1,5&5,2&4,-0.2&-1.2,-15%&-6%
CCN(CC)S(=O)(=O)c1cc([N+](=O)[O-])ccc1NNC(=O)Nc1ccccc1OC,0.6%,9,7,-13,10,-5,9,0.5,-24%
CC1=C/C(=N\NC(=S)NCc2ccccc2)CC1,0.1%,·,-23,-3,4,-2,13,-0.6,-11%
